Assay outcomes (PubChem BioAssay)
phage Ecoli inh: E. coli growth loss with phage present; growth absorbance; inhibition, % at 11.9 µM; 0.26% of 360,000 active; AID 651602; in the data active = inhibition above about 11%
HTR5A inv ag: counter-screen for OPRM1-OPRD1 inverse agonists: human HTR5A inverse agonism; HTR5A cell line, luminescence; inhibition, % at 9.3 µM; 0.083% of 340,000 active; in the data active = inhibition mostly above about 23%, no sharp cut-off; inactive = mostly below about 18%;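 also: 0% = cells with DMSO and 100% = no-cell wells with DMSO; some compounds called inactive have numbers as strong as hits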
Target sequence (P47898 whole entry, looked up): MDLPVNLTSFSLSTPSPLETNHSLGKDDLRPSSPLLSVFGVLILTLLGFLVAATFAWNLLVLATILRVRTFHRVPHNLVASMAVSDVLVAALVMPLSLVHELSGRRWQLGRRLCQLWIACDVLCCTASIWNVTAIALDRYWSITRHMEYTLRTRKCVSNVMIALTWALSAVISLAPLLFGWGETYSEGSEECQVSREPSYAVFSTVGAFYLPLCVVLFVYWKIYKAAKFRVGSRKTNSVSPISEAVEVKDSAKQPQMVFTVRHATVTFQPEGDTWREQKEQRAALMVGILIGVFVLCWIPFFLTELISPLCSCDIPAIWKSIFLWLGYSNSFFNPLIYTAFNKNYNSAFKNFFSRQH
HTR5A ag ctr: activates human HTR5A in OPRM1-OPRD1 agonist counter-screen. P47898. HTR5A agonist assay, luminescence, cell-based. activation, % at 9.3 µM. 0.61% of 340,000 active. AID 504692; in the data active = activation mostly above about 9.5%, no sharp cut-off; inactive = mostly below about 7.6%;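 also: 0% = cells with vehicle only and 100% = reference agonist; strong numbers were not always called active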
PKA-R2B act: PKA-R2B complex activation | P22694+P31323 | AID 504700 | PKA-R2B holoenzyme dissociation, Cy5-IP20 fluorescence polarization; R2B truncated from residue 108, S112A mutant; 0% DMSO only, 100% 113 µM cGMP | activation, % at 11.4 µM | 0.079% of 340,000 active;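 active = activation above a cutoff set at the mean over all compounds plus 3 SD, cut at about 18% in these data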;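 also: higher means more holoenzyme dissociation and a rise in polarization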
DAGLB inhibitor: blocks human DAGLB lipase activity. 0.059% of 340,000 active. Q8NCG7. HEK293T DAGLB membrane lysate, EnzChek fluorogenic substrate. inhibition, % at 5.17 µM; in the data active = inhibition above about 34%;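 also: 0% = enzyme with vehicle and 100% = wells lacking enzyme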
PKA-R1A activ: activators of PKA-R1A complex; P00514+P68181; PKA-R1A dissociation, Cy5-IP20 fluorescence polarization; scaled: DMSO 0%, 113 µM cGMP 100%; activation, % at 11.4 µM; 0.083% of 340,000 active;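 active = percent activation above the mean of all tested compounds plus 3 SD, cut at about 19% in these data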;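 also: higher means more PKAc released from R1A so a rise in polarization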
Ecoli viability: bacterial growth inhibition, counter-screen for AddAB inhibitors; E. coli V3065 growth, OD600 absorbance, 18 h; inhibition, % at 11.9 µM; 0.27% of 330,000 active;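 active = inhibition above the campaign's mean inhibition across all tested compounds plus 3 SD, cut at about 9.9% in these data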;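 also: uninfected addAB+ strain grown without phage in ampicillin broth; 0% = DMSO wells and 100% = ciprofloxacin 0.95 µg/ml wells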
AddAB inh: less growth of phage-infected E. coli with AddAB; inhibition, % at 11.9 µM; E. coli expressing H. pylori AddAB, absorbance growth; 0.29% of 330,000 active; AID 435030; in the data active = inhibition above about 12%;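 also: 0% = vehicle wells of infected cells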
Tat transport: blocks Tat-dependent protein export in E. coli | E. coli MC4100 TorA-mCherry Tat export, fluorescence | inhibition, % at 10 µM | 0.036% of 340,000 active | AID 488895;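 active = mean replicate inhibition at least 50% and at least half of replicates individually reaching 50%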;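 also: exported cargo escapes ClpAP degradation while cytoplasmic cargo is degraded and loses fluorescence; 0% = median of neutral control wells and 100% = median of NaSCN control wells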
Mot1-301 SUMO: SUMOylation pathway inhibition by Mot1-301 growth rescue | 1% of 320,000 active | growth rescue, % at 18.8 µM | AID 2716 | S. cerevisiae Mot1-301 growth rescue, ATP luminescence, 38.5C; percent above DMSO median, 100 means doubled;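 active = every valid replicate shows activation above 250% relative to neutral control wells; inactive = the rest, any valid replicate at or below 250%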;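 also: OY570 slx delta 5 strain wells were the positive control but not used for scaling; some compounds called inactive have numbers as strong as hits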
CDK5 inh: blocks human CDK5/p35 kinase activity; Q00535+Q15078; Recombinant CDK5/p35, ADP-Glo luminescence, 60 min; inhibition, % at 10 µM; 0.01% of 330,000 active; AID 488839;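 active = highest replicate inhibition of at least 50% and at least 75% of replicates reaching 50%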;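 also: plate controls were DMSO neutral control for no effect and GW8510 at 10 µM for full effect; many of its hits are not listed in these tables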
Target sequence (Q00535 whole entry, looked up): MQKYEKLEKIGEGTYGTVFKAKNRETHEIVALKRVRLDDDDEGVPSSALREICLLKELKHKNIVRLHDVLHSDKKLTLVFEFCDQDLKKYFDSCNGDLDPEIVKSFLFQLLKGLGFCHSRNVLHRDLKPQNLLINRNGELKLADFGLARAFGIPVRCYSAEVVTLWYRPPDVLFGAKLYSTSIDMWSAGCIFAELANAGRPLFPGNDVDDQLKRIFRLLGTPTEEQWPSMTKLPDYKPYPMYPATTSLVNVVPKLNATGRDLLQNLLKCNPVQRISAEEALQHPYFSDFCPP
Target sequence (Q15078 whole entry, looked up): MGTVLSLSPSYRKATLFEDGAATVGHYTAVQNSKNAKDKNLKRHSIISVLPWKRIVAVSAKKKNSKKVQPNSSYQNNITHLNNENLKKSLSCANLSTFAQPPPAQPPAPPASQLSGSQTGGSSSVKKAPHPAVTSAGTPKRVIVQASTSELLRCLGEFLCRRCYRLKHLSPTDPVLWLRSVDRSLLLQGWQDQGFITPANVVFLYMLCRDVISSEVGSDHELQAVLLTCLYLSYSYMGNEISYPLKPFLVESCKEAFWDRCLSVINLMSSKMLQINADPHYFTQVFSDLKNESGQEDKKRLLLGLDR
Active calls of the source: *.

`CC(=O)c1ccc(S(=O)(=O)Nc2ccc(C(=O)N3CCC3)cc2)cc1` gave phage Ecoli inh 1.9, HTR5A inv ag 15, HTR5A ag ctr -5, PKA-R2B act -11, DAGLB inhibitor 0, PKA-R1A activ -4, Tat transport 3 and CDK5 inh -0.3.
For CN1C(=O)CCC(CCC(=O)O)(c2ccccc2O)C1=O (stereo unspecified) the results were phage Ecoli inh 3.6, HTR5A inv ag 10, HTR5A ag ctr -3, PKA-R2B act 14, DAGLB inhibitor -3, PKA-R1A activ -2, Ecoli viability 1.3, AddAB inh -1.9, Tat transport -5, Mot1-301 SUMO -12 and CDK5 inh 0.1.
Cc1cc(NC(=O)COc2ccc3ccccc3c2)no1 was read as phage Ecoli inh 3.2, HTR5A inv ag 6, HTR5A ag ctr -2, PKA-R2B act -10, DAGLB inhibitor -7, PKA-R1A activ -11, Ecoli viability 0.8, AddAB inh 2.7, Tat transport -6, Mot1-301 SUMO 24 and CDK5 inh 1.1.
For COc1cc2[nH]c3c(N4CCN(c5ccc(Cl)cc5)CC4)ncnc3c2cc1OC the results were phage Ecoli inh 1.4, HTR5A inv ag 7, HTR5A ag ctr 1, PKA-R2B act -6, DAGLB inhibitor 4, PKA-R1A activ -1, Ecoli viability -2.0, AddAB inh 1.5, Tat transport -8, Mot1-301 SUMO -21 and CDK5 inh -0.7.
Cc1oc(-c2ccc(Cl)cc2)nc1CN1CCC(C(=O)NCC2CCCO2)CC1 (stereo unspecified) was read as phage Ecoli inh -0.2, HTR5A inv ag 3, HTR5A ag ctr 1, PKA-R2B act 2, DAGLB inhibitor 1, PKA-R1A activ -2, Ecoli viability 0.3, AddAB inh 2.3, Tat transport 0, Mot1-301 SUMO 5 and CDK5 inh 1.2.
O=C(NC1CCN(Cc2ccccc2)CC1)c1cn(-c2ccccc2)nc1-c1cccnc1 was read as phage Ecoli inh 3.3, HTR5A inv ag 2, HTR5A ag ctr -1, PKA-R2B act -6, DAGLB inhibitor 3, PKA-R1A activ -13, Ecoli viability 1.1, AddAB inh -1.4, Tat transport -7, Mot1-301 SUMO 7 and CDK5 inh 1.8.
`O=C1CC(C(=O)N2CCc3ccccc32)CN1c1ccccc1` (stereo unspecified) gave phage Ecoli inh 0.0, HTR5A inv ag 4, HTR5A ag ctr -1, PKA-R2B act -9, DAGLB inhibitor 2, PKA-R1A activ -15, Ecoli viability -2.5, AddAB inh 3.0, Tat transport 0, Mot1-301 SUMO 9 and CDK5 inh -2.8.
`O=C(Nc1ccc(S(=O)(=O)N2CCCC2)cc1)c1ccc(Br)o1` gave phage Ecoli inh 1.7, HTR5A inv ag -5, HTR5A ag ctr -1, PKA-R2B act 2, DAGLB inhibitor -1, PKA-R1A activ -3, Ecoli viability 2.1, AddAB inh 4.2, Tat transport -2, Mot1-301 SUMO 3 and CDK5 inh 0.1.
`OCC1(Cc2ccc(F)cc2)CCCN(CCCC(F)(F)F)C1` (stereo unspecified) gave phage Ecoli inh 1.1, HTR5A inv ag -5, HTR5A ag ctr 1, PKA-R2B act -7, DAGLB inhibitor -3, PKA-R1A activ 4, Ecoli viability 4.4, AddAB inh 3.3, Tat transport 13, Mot1-301 SUMO -8 and CDK5 inh 0.6.
For O=C(Nc1scc(-c2ccccc2)c1C(=O)O)c1ccc(F)cc1 the results were phage Ecoli inh 0.5, HTR5A inv ag -14, HTR5A ag ctr 4, PKA-R2B act 1, DAGLB inhibitor 9, PKA-R1A activ -8, Ecoli viability 1.2, AddAB inh 4.8, Tat transport -4, Mot1-301 SUMO -4 and CDK5 inh 0.0.
For O=C(Cn1cc([N+](=O)[O-])cn1)NCc1ccccc1Cl the results were phage Ecoli inh 0.8, HTR5A inv ag -28, HTR5A ag ctr -3, PKA-R2B act 0, DAGLB inhibitor 1, PKA-R1A activ 4, Ecoli viability 1.2, AddAB inh 0.0, Tat transport 11, Mot1-301 SUMO 1 and CDK5 inh 2.9.
Screening COC(=O)Cc1c(C)c2ccc(O)c(CN3CCCC(C)C3)c2oc1=O (stereo unspecified) returned phage Ecoli inh 2.5, HTR5A inv ag -7, HTR5A ag ctr 0, PKA-R2B act 0, DAGLB inhibitor -2, PKA-R1A activ -7, Ecoli viability -0.8, AddAB inh 3.5, Tat transport 1, Mot1-301 SUMO 3 and CDK5 inh -1.7.
COC(=O)c1ccc(C)c(NC(=O)COC(=O)C2CC3CCCC(C2)C3=O)c1 (stereo unspecified) was read as phage Ecoli inh 3.2, HTR5A inv ag 3, HTR5A ag ctr -1, PKA-R2B act 0, DAGLB inhibitor -1, PKA-R1A activ 0, Ecoli viability -1.3, AddAB inh 1.8, Tat transport 2, Mot1-301 SUMO 277 and CDK5 inh 1.2.
For Cc1csc(NC(=O)CSc2nc(C(C)C)nc3ccccc23)n1 the results were phage Ecoli inh 1.0, HTR5A inv ag -5, HTR5A ag ctr 2, PKA-R2B act 1, DAGLB inhibitor -3, PKA-R1A activ -12, Ecoli viability 1.8, AddAB inh 4.4, Tat transport 3, Mot1-301 SUMO 2 and CDK5 inh -1.0.
Screening Cc1cccc(C)c1NC(=O)COC(=O)c1nonc1N returned phage Ecoli inh 3.0, HTR5A inv ag 10, HTR5A ag ctr -3, PKA-R2B act -8, DAGLB inhibitor 1, PKA-R1A activ -4, Ecoli viability 2.9, AddAB inh 2.4, Tat transport -9, Mot1-301 SUMO 475 and CDK5 inh -4.3.
COc1ccc(NC(=O)CS(=O)(=O)c2cccc(Cl)c2)cc1 was read as phage Ecoli inh 1.8, HTR5A inv ag -5, HTR5A ag ctr 1, PKA-R2B act 6, DAGLB inhibitor -1, PKA-R1A activ -6, Ecoli viability -1.0, AddAB inh 0.7, Tat transport -1, Mot1-301 SUMO 6 and CDK5 inh -0.7.
`CCOCCCNCC(=O)Nc1ccc(OC(F)(F)F)cc1` gave phage Ecoli inh -0.3, HTR5A inv ag -62, HTR5A ag ctr -2, PKA-R2B act -5, DAGLB inhibitor 0, PKA-R1A activ -11, Ecoli viability -0.2, AddAB inh 0.6, Tat transport 1, Mot1-301 SUMO 5 and CDK5 inh 0.2.
`CCOC(=O)c1cccc(NC(=O)N[C@@H](C)C(=O)OC)c1` gave phage Ecoli inh 0.3, HTR5A inv ag -32, HTR5A ag ctr 13, PKA-R2B act 1, DAGLB inhibitor 0, PKA-R1A activ 4, Ecoli viability 1.8, AddAB inh 0.2, Tat transport -6, Mot1-301 SUMO 6 and CDK5 inh 0.8.
N#C/C(=C(/O)c1ccc([N+](=O)[O-])o1)c1nc2ccccc2[nH]1 was read as phage Ecoli inh 13*, HTR5A inv ag -14, HTR5A ag ctr 3, PKA-R2B act -3, DAGLB inhibitor 3, PKA-R1A activ -9, Ecoli viability 13*, AddAB inh 19*, Tat transport 5, Mot1-301 SUMO 3 and CDK5 inh -0.1.
`COc1cccc2cc(-c3nc(-c4cccs4)cs3)c(=O)oc12` gave phage Ecoli inh 0.8, HTR5A inv ag -6, HTR5A ag ctr 2, PKA-R2B act 4, DAGLB inhibitor -12, PKA-R1A activ 4, Ecoli viability -2.5, AddAB inh 2.3, Tat transport 1, Mot1-301 SUMO 1 and CDK5 inh -0.3.

The list goes on, starting with the last 2 of the part before.
N#C/C(=C(/O)c1ccc([N+](=O)[O-])o1)c1nc2ccccc2[nH]1 was read as phage Ecoli inh 13*, HTR5A inv ag -14, HTR5A ag ctr 3, PKA-R2B act -3, DAGLB inhibitor 3, PKA-R1A activ -9, Ecoli viability 13*, AddAB inh 19*, Tat transport 5, Mot1-301 SUMO 3 and CDK5 inh -0.1.
`COc1cccc2cc(-c3nc(-c4cccs4)cs3)c(=O)oc12` gave phage Ecoli inh 0.8, HTR5A inv ag -6, HTR5A ag ctr 2, PKA-R2B act 4, DAGLB inhibitor -12, PKA-R1A activ 4, Ecoli viability -2.5, AddAB inh 2.3, Tat transport 1, Mot1-301 SUMO 1 and CDK5 inh -0.3.
`COc1ccc2c(c1)c(C(=O)CN1CCC3(CC1)OCCO3)c(C)n2C` gave phage Ecoli inh 2.1, HTR5A inv ag -9, HTR5A ag ctr 4, PKA-R2B act 4, DAGLB inhibitor 1, PKA-R1A activ -13, Ecoli viability -1.0, AddAB inh -2.1, Tat transport 0, Mot1-301 SUMO 2 and CDK5 inh 1.3.
Nc1ccccc1SCc1cn2ccccc2n1 was read as phage Ecoli inh 4.5, HTR5A inv ag 13, HTR5A ag ctr -5, PKA-R2B act -15, DAGLB inhibitor -4, PKA-R1A activ -5, Ecoli viability 3.5, AddAB inh 5.3, Tat transport 75*, Mot1-301 SUMO 55 and CDK5 inh 1.1.
For CCCCn1c(N)c(N(CC(C)C)C(=O)c2cc(-c3ccc(F)cc3)nc3ccccc23)c(=O)[nH]c1=O the results were phage Ecoli inh -0.1, HTR5A inv ag 17, HTR5A ag ctr -7, PKA-R2B act -5, DAGLB inhibitor 3, PKA-R1A activ -5, Ecoli viability -0.4, AddAB inh 1.1, Tat transport 0, Mot1-301 SUMO 491* and CDK5 inh -0.5.
Screening COC(=O)CCS(=O)(=O)c1cc(Cl)ccc1Cl returned phage Ecoli inh 2.7, HTR5A inv ag -1, HTR5A ag ctr -3, PKA-R2B act 2, DAGLB inhibitor -1, PKA-R1A activ 2, Ecoli viability -1.8, AddAB inh 2.1, Tat transport -3, Mot1-301 SUMO -20 and CDK5 inh 0.1.
Screening O=C(COc1ccc2c(c1)CCC2)NCc1cccc(Cl)c1 returned phage Ecoli inh 5.0, HTR5A inv ag 11, HTR5A ag ctr -6, PKA-R2B act 6, DAGLB inhibitor -10, PKA-R1A activ -3, Ecoli viability 2.0, AddAB inh 1.9, Tat transport -1, Mot1-301 SUMO 14 and CDK5 inh -2.5.
`COc1ccc(CNC(=O)c2c(N)n(CCCN3CCOCC3)c3nc4ccccc4nc23)cc1` gave phage Ecoli inh 2.5, HTR5A inv ag -11, HTR5A ag ctr -3, PKA-R2B act -6, DAGLB inhibitor 3, PKA-R1A activ -9, Ecoli viability -2.7, AddAB inh -2.8, Tat transport 23, Mot1-301 SUMO -17 and CDK5 inh -0.7.
O=c1[nH]c2c(c(=O)n1Cc1ccccc1)CCC2 was read as phage Ecoli inh 1.9, HTR5A inv ag 11, HTR5A ag ctr -3, PKA-R2B act 0, DAGLB inhibitor -1, PKA-R1A activ -8, Ecoli viability 1.4, AddAB inh 2.1, Tat transport -7, Mot1-301 SUMO 0 and CDK5 inh -0.5.
For Cn1c(CCN2CCCCC2)nc2cc(NC(=O)C3CCCCC3)ccc21 the results were phage Ecoli inh -0.1, HTR5A inv ag -16, HTR5A ag ctr 1, PKA-R2B act -6, DAGLB inhibitor 0, PKA-R1A activ -2, Ecoli viability 0.0, AddAB inh 1.3, Tat transport -6, Mot1-301 SUMO -7 and CDK5 inh -1.4.
`Fc1cccc(NC(=S)NNc2ccccc2)c1` gave phage Ecoli inh 1.2, HTR5A inv ag -20, HTR5A ag ctr 6, PKA-R2B act 6, DAGLB inhibitor -2, PKA-R1A activ -4, Ecoli viability 2.0, AddAB inh 0.1, Tat transport 0, Mot1-301 SUMO 7 and CDK5 inh 0.3.
Screening CC(=O)c1ccc(NC(=O)CN2CCC(NC(=O)C3CCCCC3)CC2)cc1 returned phage Ecoli inh 2.2, HTR5A inv ag 2, HTR5A ag ctr -1, PKA-R2B act -1, DAGLB inhibitor 0, PKA-R1A activ -5, Ecoli viability -2.3, AddAB inh 0.1, Tat transport -4, Mot1-301 SUMO 567 and CDK5 inh 1.2.
